mIAP inh – inhibitors of mouse IAP, primary screen, biochemical, luminescence, uHTS. intestinal alkaline phosphatase [Mus musculus]. purified mouse IAP, CDP-Star luminescence, 30 min. inhibition, % at 10 µM. 330,000 compounds, 0.2% hits. AID 2806, 2010;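 active = inhibition of at least 40% at 10 µM in the primary screen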;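 also: plate controls were DMSO with enzyme for no effect and no enzyme wells for full effect; values of inactives mirror those of a sister screen read the other way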
hIAP block – human IAP inhibitors, primary screen, biochemical, luminescence, uHTS; Intestinal-type alkaline phosphatase (Homo sapiens), P09923; purified IAP, CDP-Star luminescence, 30 min; inhibition, % at 10 µM; 330,000 compounds, 0.12% hits; AID 2544, 2010;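 active = inhibition reaching a set limit with compound at 10 µM in the primary screen, cut at about 35% in these data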;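 also: plate controls were DMSO wells with enzyme for no effect and no-enzyme buffer wells for full effect; values of inactives mirror those of a sister screen read the other way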
Target sequence (P09923 whole entry, looked up): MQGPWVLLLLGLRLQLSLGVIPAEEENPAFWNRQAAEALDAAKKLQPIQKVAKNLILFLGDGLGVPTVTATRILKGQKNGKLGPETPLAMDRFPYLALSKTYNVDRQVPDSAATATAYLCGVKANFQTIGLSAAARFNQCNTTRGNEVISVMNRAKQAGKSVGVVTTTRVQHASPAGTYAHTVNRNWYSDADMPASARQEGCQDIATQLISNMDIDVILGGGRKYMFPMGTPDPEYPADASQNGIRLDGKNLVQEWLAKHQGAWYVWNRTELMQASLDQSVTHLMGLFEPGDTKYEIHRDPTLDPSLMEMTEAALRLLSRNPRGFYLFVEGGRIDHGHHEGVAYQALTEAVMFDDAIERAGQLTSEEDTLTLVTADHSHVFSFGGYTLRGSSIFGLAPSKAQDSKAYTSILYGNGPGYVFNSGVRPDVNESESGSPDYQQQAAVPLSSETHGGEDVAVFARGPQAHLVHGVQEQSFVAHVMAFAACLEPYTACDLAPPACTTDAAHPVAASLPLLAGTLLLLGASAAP
MIN6 prolif – inducers of MIN6 beta-cell proliferation, primary screen, ATP luminescence, uHTS; MIN6 cells proliferation, ATPlite luminescence, 48 h; cells starved in 0.2% serum; 100% = growth in 10% serum; proliferation, % at 10 µM; 330,000 compounds, 0.29% hits; AID 2380, 2010;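 active = compounds whose signal lies at least 3.5 SD above the mean of all wells on their plate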;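 also: 0% = DMSO-treated cells in low-serum medium and 100% = 10% serum control; some compounds called inactive have numbers as strong as hits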
mIAP act – activators of mouse IAP, primary screen, biochemical, luminescence, uHTS; activation factor at 10 µM; intestinal alkaline phosphatase [Mus musculus]; AID 2805, 2010; 330,000 compounds, 0.24% hits; muIAP, CDP-Star luminescence, 30 min; stronger effect = higher value; 1 = vehicle-only enzyme signal, 0 = enzyme-free wells;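 active = activation factor of at least 2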; also: the source names both 10 and 20 µM as test concentration; values of inactives mirror those of a sister screen read the other way
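Assay system: mouse IAP enzyme / Compound: DMSO-dissolved test compounds / Timing: 30 min, room temperature / Measured by: luminescence from enzymatic CDP-Star hydrolysis / Control set: DMSO-only wells, enzyme-free buffer wells as negative control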
A3A deaminase – APOBEC3A ssDNA deaminase inhibitors, primary screen, selectivity assay for APOBEC3G inhibitor project, biochemical, FAM/TAMRA oligo cleavage fluorescence; recombinant A3A, FAM/TAMRA ssDNA deamination fluorescence; 330,000 compounds, 0.41% hits; inhibition, % at 20 µM; DNA dC->dU-editing enzyme APOBEC-3A (Homo sapiens), P31941;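 active = at least 40% inhibition at 20 µM here, with at most 30% in a related deaminase screen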;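 also: plate controls were A3A with DMSO for no effect and wells lacking A3A enzyme for full effect; some results filed as inactive read as strong as hits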
hIAP act – human IAP activators, primary screen, biochemical, luminescence, uHTS | Intestinal-type alkaline phosphatase (Homo sapiens), P09923 | purified human IAP, CDP-Star luminescence, 30 min; stronger effect = higher value; 1 = vehicle-only enzyme, 0 = enzyme-free background | activation factor at 10 µM | 330,000 compounds, 0.16% hits | AID 2524, 2010;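 active = activation factor of the enzyme at least 2-fold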; also: the source names both 10 and 20 µM as test concentration; values of inactives mirror those of a sister screen read the other way
MPTP inh – mitochondrial permeability transition pore inhibitors, primary screen, biochemical, isolated mouse mitochondria, absorbance. inhibition, % at 10 µM. AID 602449, 2012. Ca2+ swelling absorbance, 30 min. 360,000 compounds, 1.4% hits;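 active = inhibition of 50% or more, scaled per plate between neutral and stimulator controls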;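 also: 0% = DMSO wells given calcium and 100% = 1 mM EGTA wells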
NR3A LBD binder – binders of NR3A ligand-binding domain, primary screen, biophysical, differential scanning fluorimetry, uHTS. NR3A LBD differential scanning fluorimetry, Tm shift; 0% = protein alone, 100% = glycine-bound protein. AID 1259313, 2017. Tm shift relative to glycine control, % at 25 µM. 340,000 compounds, 2.5% hits;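 active = melting temperature shift of at least 10% of the positive control shift, at one fixed dose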
APOBEC3G inh – APOBEC3G DNA deaminase inhibitors, primary screen, biochemical, fluorescence, single-stranded DNA substrate, uHTS | recombinant A3G, ssDNA deamination FAM/TAMRA fluorescence | inhibition, % at 20 µM | 330,000 compounds, 0.28% hits;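 active = inhibition of at least 40% at 20 µM, with no more than 30% in the related APOBEC3A deaminase screen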;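 also: plate controls were DMSO wells with A3G for no effect and wells lacking A3G enzyme for full effect; some compounds called inactive have numbers as strong as hits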
Target sequence (Q9HC16 whole entry, looked up): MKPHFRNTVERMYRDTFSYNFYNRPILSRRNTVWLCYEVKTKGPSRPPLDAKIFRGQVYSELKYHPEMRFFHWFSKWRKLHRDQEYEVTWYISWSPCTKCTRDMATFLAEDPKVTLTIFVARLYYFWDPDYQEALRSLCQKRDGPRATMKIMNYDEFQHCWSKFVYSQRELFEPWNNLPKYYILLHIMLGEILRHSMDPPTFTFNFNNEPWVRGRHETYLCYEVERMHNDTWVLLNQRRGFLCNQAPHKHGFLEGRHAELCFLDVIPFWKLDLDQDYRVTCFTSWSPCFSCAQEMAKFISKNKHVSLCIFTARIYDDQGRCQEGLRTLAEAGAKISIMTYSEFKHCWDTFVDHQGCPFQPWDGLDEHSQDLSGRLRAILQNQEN
Starred values were filed as active, the others as inactive.

No.	mol	mIAP inh	hIAP block	MIN6 prolif	mIAP act	A3A deaminase	hIAP act	MPTP inh	NR3A LBD binder	APOBEC3G inh
1	CCOC(=O)c1c(-c2ccccc2)nc2c(C)cccn12	-6	2	0	1.1	-4	0.98	1.5	-1	-6
2	O=C1N/C(=N/N=C/c2ccc(F)cc2)SC1c1ccccc1 (stereo not given)	-2	-18	-2	1	-2	1.2	3.5	-2	-5
3	CCOc1ccccc1NC(=O)Cn1c(=O)c(OCC)nc2cnccc21	-3	13	12*	1	-2	0.87	0.3	2	-5
4	CC(=O)OCC(=O)Nc1c(C)cccc1C	-1	12	0	1	3	0.88	0.1	-1	-6
5	O=C1CCCCCN1Sc1ccccc1	-2	-7	-4	1	-4	1.1	-1.3	3	-5
6	COc1ccc(-c2nc(Cn3c(SCc4ccc(C)cc4)nc4ccncc43)c(C)o2)cc1OC	-2	22	-5	1	-5	0.79	-1.8	-8	-11
7	N#C/C(=C\c1cccs1)C(=O)c1ccccc1	-2	-7	1	1	6	1.1	0.2	14*	-1
8	C/C(CC(=O)NCCN1CCOCC1)=N\NC(=O)c1ccncc1	-1	-3	-2	1	-4	1	2.4	3	-6
9	Nc1ccc(S(=O)(=O)N2CCC(Cc3ccccc3)CC2)cc1	0	6	-2	1	3	0.94	1.2	-12	-3
10	O=C(NC1CCN(C(=S)Nc2ccccc2)CC1)C1CCCCC1	0	5	-1	1	-6	0.95	0.4	-1	-2
11	O=C1CN(C(=O)c2ccccc2)C(c2ccc(F)cc2)c2cc(Br)ccc2N1 (stereo not given)	-2	13	2	1	-2	0.87	-0.2	-2	1
12	O=C(NC1CCCCC1)N1CCc2ccccc21	-17	-18	-2	1.2	-3	1.2	-1.2	5	-2
13	CCc1nnc(NS(=O)(=O)c2ccc(NCc3ccccc3O)cc2)s1	4	5	-1	0.96	3	0.95	-1.9	-1	2
14	CCOC(=O)c1c(NC(=O)CSc2nnnn2-c2ccccc2OCC)sc2c1CC(C)(C)NC2(C)C	2	4	-7	0.98	-2	0.96	1.2	0	-8
15	Cc1ccnc2nc(C(=O)Nc3cc(Cl)ccc3N3CCOCC3)nn12	-1	-2	-4	1	6	1	-1.4	3	0

Retrieved by compound from the entries so far (3):
No.	mol	mIAP inh	hIAP block	MIN6 prolif	mIAP act	A3A deaminase	hIAP act	MPTP inh	NR3A LBD binder	APOBEC3G inh
7	N#C/C(=C\c1cccs1)C(=O)c1ccccc1	-2	-7	1	1	6	1.1	0.2	14*	-1
12	O=C(NC1CCCCC1)N1CCc2ccccc21	-17	-18	-2	1.2	-3	1.2	-1.2	5	-2
14	CCOC(=O)c1c(NC(=O)CSc2nnnn2-c2ccccc2OCC)sc2c1CC(C)(C)NC2(C)C	2	4	-7	0.98	-2	0.96	1.2	0	-8

Next part
No.	mol	mIAP inh	hIAP block	MIN6 prolif	mIAP act	A3A deaminase	hIAP act	MPTP inh	NR3A LBD binder	APOBEC3G inh
16	COc1ccc(C2NC(=S)NC(C)=C2C(=O)Nc2ccccn2)cc1 (stereo not given)	10	-9	3	0.9	-3	1.1	1.6	-2	-6
17	O=C(CCCOc1ccc(Cl)cc1Cl)N1CCc2ccccc2C1	-17	-3	-3	1.2	3	1	1.3	0	-1
18	OCC[C@@H]1C[C@H](O)[C@@H](O)[C@]2(CCCO2)O1	-7	12	-2	1.1	-2	0.89	0.4	0	-6
19	Nc1ccc(C(=O)N/N=C\C=C\c2cccc([N+](=O)[O-])c2)cc1	8	3	-1	0.92	0	0.97	-0.5	0	1
20	O=C(O)CN1C(=O)C2C3CC(C2C1=O)C1C(c2ccccc2)c2sc(=O)[nH]c2SC31 (stereo not given)	11	11	-1	0.89	10	0.89	1.9	-3	0
21	Clc1ccccc1OCc1nnc(-c2ccccc2Br)o1	4	-2	1	0.96	-3	1	-1.0	-8	-9
22	CCOc1ccc(C(=O)N(CN2CCCC2=O)c2ccccc2)cc1	0	14	-2	1	4	0.86	1.4	-2	-6
23	O=C(Cn1cnc2ccccc21)N1CCN(S(=O)(=O)c2ccccc2)CC1	-8	9	-5	1.1	3	0.91	1.6	0	-16
24	CCCN(Cc1cc2cc(C)ccc2[nH]c1=O)S(C)(=O)=O	3	1	0	0.97	-4	0.99	1.0	-3	-5
25	Oc1c(-c2cc(-c3ccco3)[nH]n2)ccc2ccccc12	6	-25	-6	0.94	1	1.2	12	21*	1
26	CCCCc1nc(C(N)=O)c2[nH]c(=O)n(-c3ccc(OC)cc3OC)c2n1	-5	-68	-3	1.1	-5	1.7	-0.4	-3	-5
27	Cc1ccc(NC(=O)NNC(=O)C2CCN(Cc3ccc(F)cc3Cl)CC2)cc1	7	3	-1	0.93	3	0.97	1.0	0	0
28	Cc1nn(CCCC(=O)NCCc2ccccc2)c(C)c1[N+](=O)[O-]	7	-7	-5	0.93	6	1.1	1.2	0	0
29	COc1ccc(-c2nc3ncccn3c2Nc2ccccc2)cc1	5	-13	-2	0.95	-1	1.1	0.2	0	-7
30	Cc1cccc(CN2CCN(C(=O)CCc3nnc(C4CCCCC4)o3)CC2)c1	-7	-16	-4	1.1	0	1.2	0.7	-2	-1
31	COc1cc(OC)cc(C(=O)Oc2c(CN3CCOCC3)cc(Cl)c3cccnc23)c1	6	-2	-6	0.94	6	1	-3.3	0	2
32	O=C(Nc1ccc(S(=O)(=O)N2CCCC2)cc1)c1ccc(CN2CCc3ccccc3C2)cc1	-5	-7	0	1.1	-2	1.1	49	-25	-10
33	CCn1c(=O)c2c3c(sc2n2cnnc12)CCC3	-17	-23	-4	1.2	5	1.2	2.0	4	6
34	COc1ccc(CCNC(=O)CN2CCN(Cc3ccc(F)cc3)C2=O)cc1OC	8	6	0	0.93	-5	0.94	-1.2	0	-5
35	COc1ccccc1NS(=O)(=O)c1cc(NC(=O)c2ccc(Cl)nc2)ccc1Cl	-19	3	-4	1.2	0	0.97	56*	16*	-1
36	C=CCC(=O)NC1CC(C)(C)Cc2c1cnn2-c1ccccc1C (stereo not given)	-10	-1	-2	1.1	-5	1	-0.5	1	-11
37	Cc1ccccc1NC(=O)CS(=O)(=O)c1cn(CC(=O)N2CCOCC2)c2ccccc12	-19	-3	0	1.2	1	1	1.6	-1	0
38	Cc1[nH]c(C)c(S(=O)(=O)NCc2ccc(OC(C)C)cc2)c1C(=O)N1CCCC1	-5	-2	3	1.1	-4	1	1.0	-3	-2
39	Cc1ccc(CCNC(=O)c2ccc(CS(=O)(=O)Cc3ccccc3F)o2)cc1	0	-15	-3	1	3	1.2	-0.5	4	-3
40	Cc1ccccc1NS(=O)(=O)c1nnc(NC(=O)c2ccc(Cl)cc2)s1	11	-6	-2	0.89	0	1.1	2.2	-1	4
41	Cc1noc(C)c1COc1ccccc1C(=O)NCc1ccccc1Cl	0	-4	5	1	-3	1	-3.3	0	-11
42	Cc1ccc(S(=O)(=O)NCC(=O)OCc2ccccc2Br)cc1	-10	7	-5	1.1	2	0.93	0.6	-1	-1
43	CCOC(=O)c1c(NC(=S)Nc2ccccc2C)sc2c1CCC2	16	4	-1	0.84	0	0.96	8.8	-9	-3
44	CN(c1ccccc1)S(=O)(=O)c1cccc(NC(=O)CSc2nncn2C)c1	-2	-1	1	1	3	1	0.5	-6	-6
45	Cc1cccc(C)c1NC(=O)C1(NC(=O)C2CCC(=O)N2)CCCCC1 (stereo not given)	-1	14	2	1	0	0.86	0.6	0	-9
46	CCN(CC)c1nc2cc(OC)ccc2cc1C#N	9	-7	0	0.91	0	1.1	0.1	2	-2
47	Cc1ccc(-n2cnc(=O)c3cccnc32)cc1	-1	-2	0	1	-3	1	1.6	-1	-5
48	CC(NC(=O)COC(=O)[C@@H]1CCCN1S(=O)(=O)c1ccccc1F)C12CC3CC(CC(C3)C1)C2 (stereo not given in full)	-11	-4	-4	1.1	1	1	2.7	-1	-5
49	O=C(NCC1CCCO1)c1ccc(NS(=O)(=O)c2ccccc2)cc1 (stereo not given)	-5	-14	-3	1	0	1.1	1.2	-1	-7
50	Cc1ccc(N(Cc2ccc(C(=O)Nc3c(C)n(C)n(-c4ccccc4)c3=O)cc2)S(C)(=O)=O)cc1C	10	15	-3	0.91	0	0.85	1.8	-3	-2
51	O=C(CC1NCCNC1=O)Nc1ccccc1 (stereo not given)	-10	8	1	1.1	1	0.92	-1.4	-2	-8
52	COc1cc(OC)cc(C2=NC3(CCC(C)CC3)NC2=S)c1 (stereo not given)	6	-7	-3	0.94	1	1.1	4.0	1	-6
53	C=CCOc1ccc2ccccc2c1CNn1cn[nH]c1=S	-5	4	2	1.1	-5	0.96	0.6	-5	6
54	Cc1ccc(CN2CCN(Cc3cnc(C)[nH]3)CC2CCO)cc1 (stereo not given)	8	1	0	0.92	-3	0.99	-1.8	0	-4
55	Nc1ccc(-c2sc(N)nc2-c2ccccc2)cc1	7	7	4	0.93	-1	0.93	0.1	0	-2
56	COc1ccc(CCNC(=O)/C(=C/c2cccnc2)NC(=O)c2ccccc2)cc1	-2	15	1	1	-2	0.85	0.6	-1	-8

Screening results (PubChem BioAssay)
